HSF1 inh = HSF1 inhibitors in luciferase reporter cells, primary screen, cell-based, NIH3T3, luminescence; AID 2098, 2009; NIH3T3-HGL HSE-luciferase, MG132-induced, luminescence 8 h; active compounds read low; hit rate 0.77% among 300,000; activity change, negative = inhibition, % at 7.5 µM (by protocol);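 active = more than half of replicate wells show activity change below -50%, luminescence cut by over half; inconclusive = some wells, but at most half, below -50%; inactive = no replicate well below -50%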;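 also: luciferase reports HSF-1 transcriptional activity via heat shock element; 0% = median of DMSO wells and -100% = zero luminescence signal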
aSyn UTR inh = MLPCN primary screen, SNCA 5' untranslated region; inhibition, % (tested at 7.5 µM); alpha-synuclein 5'UTR reporter, inhibitor activity; hit rate 0.82% among 300,000; AID 1813, 2009; in the data active = inhibition above about 60%; inconclusive = no clear call, values can overlap the other calls;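 also: H4 neuroglioblastoma cells stably carrying SNCA 5'UTR luciferase fusion; 0% = DMSO wells and 100% = positive control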
HSF1 activator = HSF-1 activators, primary screen, NIH3T3-HGL cells, MG132 stress, luminescence, single point. NIH3T3-HGL HSF-1 luciferase reporter, 8 h; 100% = twice DMSO control signal. activation, % at 9 µM. hit rate 1.7% among 300,000;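 active = mean replicate activation of at least 50% with a set share of replicates each reaching 50%; inconclusive = only one of those two conditions met; inactive = mean below 50% and too few replicates reaching it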;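 also: 0% = median of the neutral control wells and 100% = twice that signal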
KLF5 inhibitor = KLF5 expression inhibitors, primary screen, DLD-1 cells, luminescence. inhibition, % at 5 µM. hit rate 0.23% among 290,000. DLD-1 KLF5 promoter-luciferase reporter. AID 1700, 2009;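 active = inhibition above a per-plate limit of that plate's mean compound inhibition plus 3 SD, cut at about 60% in these data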;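 also: 0% = DMSO wells and 100% = LY294002 at 200 µM; higher means less KLF5 promoter-driven luciferase light; inactives centre near -14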
GSK3 alpha inh = blockers of GSK3A enzyme activity – biochemical, luminescence, cell-free homogeneous, HTS, primary screen | Glycogen synthase kinase-3 alpha (Homo sapiens), P49840 | GSK-3 alpha kinase, ADP-Glo luminescence, 60 min | inhibition, % at 10 µM | hit rate 0.1% among 320,000 | AID 2650, 2010;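 in the data active = inhibition above about 50%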;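 also: GST-tagged GSK-3 alpha with peptide substrate and 25 µM ATP; 0% = DMSO neutral wells and 100% = GW8510 positive control wells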
Target sequence (P49840 whole entry, looked up): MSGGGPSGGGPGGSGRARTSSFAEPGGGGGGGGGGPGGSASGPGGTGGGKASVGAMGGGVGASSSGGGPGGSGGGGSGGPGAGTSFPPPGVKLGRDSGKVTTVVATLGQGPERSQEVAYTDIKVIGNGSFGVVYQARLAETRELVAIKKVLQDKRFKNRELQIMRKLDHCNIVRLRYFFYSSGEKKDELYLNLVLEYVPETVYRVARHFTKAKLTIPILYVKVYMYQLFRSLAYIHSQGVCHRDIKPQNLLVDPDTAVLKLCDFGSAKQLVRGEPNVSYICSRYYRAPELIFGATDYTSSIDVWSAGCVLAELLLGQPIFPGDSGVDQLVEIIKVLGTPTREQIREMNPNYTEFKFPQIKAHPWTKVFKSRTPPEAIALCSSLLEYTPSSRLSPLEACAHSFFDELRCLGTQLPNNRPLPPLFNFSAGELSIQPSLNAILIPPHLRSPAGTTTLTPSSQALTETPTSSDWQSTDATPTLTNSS
IEC-6 cytotox = cytotoxicity in IEC-6 intestinal epithelial cells, primary screen, cytotoxicity control for KLF5 inhibitor project, cell-based, luminescence; IEC-6 cytotoxicity, luminescence viability; inhibition, % at 5 µM; hit rate 0.78% among 290,000; AID 1825, 2009; in the data active = inhibition above about 22%;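 also: 0% = plate median of test compound wells and 100% = cytotoxic reference compound wells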
GSK3beta inhib = human GSK3beta kinase inhibitors, primary screen, biochemical, cell-free homogeneous, HTS; Glycogen synthase kinase-3 beta (Homo sapiens), P49841; GST-GSK3beta kinase, ADP-Glo luminescence, 60 min; active compounds read low; activity score (negative = inhibition), % at 10 µM; hit rate 0.038% among 300,000; AID 2097, 2009;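 active = more than half of replicate wells score below -50%, meaning over 50% inhibition versus plate controls; inconclusive = some replicates but at most half score below -50%; inactive = no replicate scores below -50%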;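 also: 0% = median DMSO wells and -100% = median GW8510 positive control wells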
Target sequence (P49841 whole entry, looked up): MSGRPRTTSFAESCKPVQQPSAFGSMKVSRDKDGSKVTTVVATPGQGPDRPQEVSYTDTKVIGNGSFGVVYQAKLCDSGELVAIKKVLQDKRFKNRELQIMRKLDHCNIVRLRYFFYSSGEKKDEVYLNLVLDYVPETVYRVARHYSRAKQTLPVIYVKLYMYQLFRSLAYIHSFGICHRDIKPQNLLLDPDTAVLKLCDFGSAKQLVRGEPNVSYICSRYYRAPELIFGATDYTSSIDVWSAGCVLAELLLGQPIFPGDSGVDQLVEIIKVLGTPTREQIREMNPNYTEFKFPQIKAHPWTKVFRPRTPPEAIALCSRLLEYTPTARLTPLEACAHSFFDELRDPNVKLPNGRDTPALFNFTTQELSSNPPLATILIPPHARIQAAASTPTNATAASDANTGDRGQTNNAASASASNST
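Assay system: GST-tagged human GSK3beta kinase, cell-free; Input: 1.6 ng GSK3beta; Medium: Tris/MgCl2 kinase buffer; Timing: 60 min enzyme reaction, room temperature; Signal: ADP-Glo luminescence quantifying ADP generated by kinase; Evaluation: score relative to plate controls; Benchmarks: DMSO neutral wells and GW8510 at 20 µM as positive.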
HSP90 refold inh = HSP90 inhibitors, primary screen, cell lysate, luminescence; inhibition, % at 5.6 µM; Heat shock protein HSP 90 (rabbit reticulocyte lysate; luciferase refolding); Rabbit reticulocyte lysate, luciferase refolding luminescence, 3 h; AID 1789, 2009; hit rate 0.91% among 290,000;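 active = inhibition above the screen-wide mean plus 3 SD, computed separately per campaign, cut at about 16% in these data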;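 also: 0% = DMSO wells and 100% = 60 µM geldanamycin wells; inhibitors lower the luminescence because luciferase stays unfolded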
AI-2 QS mod = Vibrio harveyi AI-2 quorum sensing modulators, primary screen, JMH597 strain, luminescence/OD600 ratio. Vibrio harveyi JMH597 AI-2 luminescence/OD600 ratio, 9 h; active compounds read low; strain lacks LuxN and CqsS sensors; 0 = neutral-control median. activity change, % at 7.5 µM. hit rate 0.4% among 300,000; in the data active = activity change below about -75%, passing the limit was not always enough; inconclusive = no clear call, values can overlap the other calls;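 also: luminescence divided by OD600 gain over 9 h not by final OD600 alone; inactives centre near 13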
PolyA inhibitor = polyadenylation inhibitors in yeast reporter cells, primary screen, luminescence, S. cerevisiae; S. cerevisiae SKY197-pL101 polyadenylation reporter, beta-gal luminescence; efflux-impaired pdr1/pdr3 knockout yeast; score 100 = 6 SD above DMSO; calls only at 12 µM; hit rate 0.02% among 300,000;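 active = lowest replicate activity score at least 50, where 100 means six control SD above control mean; inconclusive = lowest score under 50 but half or more replicates reach 50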;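 also: yeast exposed to compound for 9 h at 30 °C; higher score means more reporter readthrough which indicates perturbed polyadenylation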
* = called active by the depositor; i = inactive; ? = inconclusive; · = not tested or not shown. A portion of the library (hit frequency here may not be typical).

SMILES	HSF1 inh	aSyn UTR inh	HSF1 activator	KLF5 inhibitor	GSK3 alpha inh	IEC-6 cytotox	GSK3beta inhib	HSP90 refold inh	AI-2 QS mod	PolyA inhibitor
Cc1cccc(NC(=O)CCC(=O)NCCO)c1	-4	19	-2	-25	1	-4	2	-4	12	i
Cc1ccc2nc(C)cc(N/N=C/c3cccc(O)c3)c2c1	5	-35	0	-14	-2	5	4	4	-23	i
Cc1cccc(C)c1NC(=O)CNC(=O)Cn1nc(C)c(C)c(C#N)c1=O	-4	2	4	·	-1	·	0	·	24	i
O=C(N/N=C/c1cccs1)c1cc(-c2ccncc2)nc2ccccc12	-20	62*	-22	75*	0	72*	-1	-4	26	i
Cc1ccc(N2CCN(CCc3nc4cc(NS(C)(=O)=O)ccc4n3C)CC2)cc1	6	-4	5	-4	-2	-6	3	3	15	i
Cc1cccc(CSc2nnc(CCCCCNC(=O)OC(C)(C)C)o2)c1	7	5	36	-25	-1	1	-3	-5	·	i
C=C(C)COc1ccc(-c2[nH]ncc2-c2ccc(OC)c(OC)c2)c(O)c1	·	-13	·	51	-1	62*	-2	-2	3	i
CN(C(=O)COc1ccc(Cl)cc1Br)C1CCCCC1	18	-56	14	-33	0	8	0	2	11	i
COc1ccccc1NC(=O)C1CCCN(S(=O)(=O)c2ccc3[nH]c(=O)ccc3c2)C1 (stereo unspecified)	1	12	0	-16	-4	-6	0	-6	17	i
Cc1cc(C(=O)N2CCCC(N3CCN(c4cccc(Cl)c4)CC3)C2)no1 (stereo unspecified)	0	14	-10	-5	0	-1	-2	-3	28	i
COc1cc(COc2ccc(-c3nnco3)cc2)ccc1OC(F)F	3	-7	0	-3	-1	0	0	4	28	i
CCOc1cc(CNCc2ccncc2)cc(Cl)c1OC	-6	-10	4	-6	-2	-3	-2	0	16	i
C/C(=N\NC(=O)c1ccc(N2CCCC2=O)cc1)c1ccncc1	-4	-2	-10	-10	-3	0	-6	3	16	i
CC1CCCC(NC(=O)CN2C(=O)COc3ccccc32)C1C (stereo unspecified)	0	15	-12	-5	7	0	-2	3	-16	i
Cc1nc2ccccc2n1-c1ccccc1	-4	1	1	-36	1	-3	-2	-3	1	i
NS(=O)(=O)c1ccccc1NC(=O)c1c(O)c2ccccc2[nH]c1=O	19	-65	35	-174	-1	0	-2	5	22	i
CCCOc1ccc(C(=O)CCC(=O)OCC(=O)Nc2ccc(Oc3ccccc3)cc2)cc1	3	35	17	-17	0	1	3	0	10	i
Cc1ccc(NC(=O)C2COc3ccccc3O2)c(C)c1 (stereo unspecified)	13	-110	14	0	0	7	-1	-5	9	i
CN(C)S(=O)(=O)c1ccc(N2CCCC2)c(C(=O)N2CCC(C(N)=O)CC2)c1	3	1	-5	·	-1	·	3	·	18	i
Cn1c(Cn2cnc(Cl)c2Cl)nc2ccccc21	1	8	-4	-10	0	1	0	3	14	i
Cc1cc(NC(=O)c2cc(-c3cccs3)on2)no1	4	-4	3	-14	-1	1	-3	3	10	i
CSc1nc(N2CCOCC2)c2c(c1C#N)CC(C(C)C)OC2 (stereo unspecified)	-3	10	-5	-13	-4	0	-2	-1	5	i
Cc1[nH]c2ccccc2c1/C=C/c1cc[n+](C)cc1	-4	-12	-20	-23	·	5	1	-2	13	i
CSCC[C@H](NC(=O)c1ccc(Cl)c(S(=O)(=O)N2CCCC2)c1)c1nc2ccccc2[nH]1	2	13	13	-14	1	-6	-1	0	-15	i
CCOc1ccccc1NC(=O)C1CCN(S(=O)(=O)c2ccc(OC)c(OC)c2)CC1	-4	17	11	-12	1	-17	2	0	19	i
Next section:
SMILES	HSF1 inh	aSyn UTR inh	HSF1 activator	KLF5 inhibitor	GSK3 alpha inh	IEC-6 cytotox	GSK3beta inhib	HSP90 refold inh	AI-2 QS mod	PolyA inhibitor
CC(C)CN(C(=O)CSc1nncs1)c1c(N)n(CC(C)C)c(=O)[nH]c1=O	-6	12	-17	-9	0	0	1	2	12	i
COc1ccc(N(C)S(=O)(=O)c2ccc3c(c2)CCN3C(=O)C2CC2)c(OC)c1	9	25	9	-42	0	0	·	1	7	i
CCC1(C(=O)O)NC(c2cc(OC)ccc2O)C2C(=O)N(Cc3ccccc3)C(=O)C21 (stereo unspecified)	11	8	31	12	-5	4	-3	4	10	i
Cc1c(NC(=O)COC(=O)CSc2ccc(C(N)=O)cc2[N+](=O)[O-])c(=O)n(-c2ccccc2)n1C	-10	5	1	-22	0	0	-2	3	39	i
CCc1ccc(NC(=O)c2noc3c2CCCCC3)cc1	12	-182	31	-142	0	4	-7	3	13	i
Cn1c(=O)c([N+](=O)[O-])c(NCCc2ccccc2)c2ccccc21	-2	-12	16	3	1	-2	0	0	6	i
Cc1nc(CC(=O)O)c(-c2ccccc2)s1	-2	17	15	-9	-2	0	0	3	14	i
O=C1C2C3C=CC(CC3)C2C(=O)N1c1ccccc1[N+](=O)[O-] (stereo unspecified)	·	-4	·	13	-5	6	-2	2	3	i
C/C(=N\NC(=O)c1cccc(F)c1)c1cccc(NC(=O)c2ccc(F)cc2)c1	21	-72	50	-11	2	-2	-1	-1	26	i
CCn1c(-c2cc(Br)cc(OC)c2O)nc2cc(S(=O)(=O)N(C)C)ccc21	-4	19	3	-18	-3	-11	5	0	5	i
OC1CCN(c2c3c(nc4cc(-c5ccc(Cl)cc5)nn24)CCC3)CC1	10	21	2	-28	-6	-10	2	-3	21	i
CCN1CCN(CCCNC(=O)c2ccccc2NC(=O)C2=C(C)OCCS2)CC1	-9	13	9	-6	8	6	-2	4	10	i
CCOc1ccc(N2C(=O)CN=C2Nc2ccccc2F)cc1	3	16	1	0	-1	-4	1	-3	18	i
CCOC(=O)COc1ccc(S(=O)(=O)NCC2CCCO2)cc1 (stereo unspecified)	-4	-9	0	-28	0	0	3	0	24	i
O=C(CCCN1C(=O)c2ccccc2C1=O)Nc1cccc(S(=O)(=O)NC2=NCCC2)c1	-7	15	-6	-7	0	1	0	-1	-4	i
COc1cc(/C=C(\C#N)C(=O)NCC2CCCO2)ccc1OC(C)C (stereo unspecified)	2	9	12	-13	0	4	3	-1	11	i
OC[C@H]1OC(O)[C@H](O)[C@@H](O)[C@H]1O (stereo partly specified)	-4	11	3	·	0	·	0	·	24	i
CCCCn1c(SCC(=O)OCC)nc2c1c(=O)[nH]c(=O)n2C	2	29	-5	-23	1	6	-1	0	26	i
Cc1ccc([N+](=O)[O-])cc1S(=O)(=O)NCCc1cn2ccccc2n1	6	9	13	-4	-4	1	-2	-5	12	i
COCc1nc2oc3ccc(F)cc3c(=O)c2cc1C(=O)OC	0	-108	-2	-129	1	-9	1	-3	12	i
CCc1nnc(NS(=O)(=O)c2ccc(N=CC3=C(O)CC(C)(C)CC3=O)cc2)s1	-1	-6	11	-25	-4	-3	3	2	?	i
O=C1c2cccc3cccc(c23)N1Cc1ccc(F)cc1	-21	31	-37	-29	-3	0	0	1	14	i
Cc1noc(NS(=O)(=O)c2ccc(N/C=C\C(=O)c3ccncc3)cc2)c1C	-4	-22	-22	-14	2	4	0	6	12	i
COc1ccc2c(c1)c1ncn(CCN3CCNCC3)c(=O)c1n2C	3	-2	4	-30	3	1	0	4	30	i
COc1ccc(Cn2nnnc2CN2CCc3ccccc3C2)cc1	-61*	3	-69	-1	1	-2	-1	-3	6	i
CCCCNC(=O)CCC(=O)Nc1ccc2nc(N3CCOCC3)cc(C)c2c1	6	-87	22	-42	-1	4	0	-1	3	i
COc1ccc(S(=O)(=O)NCc2ccccn2)cc1NC(=O)c1ccccc1C	-4	-26	-2	·	1	·	1	·	-7	i
COc1ccc(OC)c(NC(=O)CCN2CC(C)CC(C)C2)c1 (stereo unspecified)	-3	7	-14	-21	-1	-11	0	-1	5	i
CSc1cccc(NS(=O)(=O)c2ccc3c(c2)CCN3C(C)=O)c1	4	-4	9	42	0	33*	-4	4	8	i
Cc1ccc(-c2nn3c(=O)c(C)nnc3s2)cc1	3	17	21	-13	-1	-7	-1	-1	31	i

Pulled one by one from above:
SMILES	HSF1 inh	aSyn UTR inh	HSF1 activator	KLF5 inhibitor	GSK3 alpha inh	IEC-6 cytotox	GSK3beta inhib	HSP90 refold inh	AI-2 QS mod	PolyA inhibitor
CCC1(C(=O)O)NC(c2cc(OC)ccc2O)C2C(=O)N(Cc3ccccc3)C(=O)C21 (stereo unspecified)	11	8	31	12	-5	4	-3	4	10	i
Cc1noc(NS(=O)(=O)c2ccc(N/C=C\C(=O)c3ccncc3)cc2)c1C	-4	-22	-22	-14	2	4	0	6	12	i

Quoted from the listing.
Under GSK3beta inhib, O=C(CCCN1C(=O)c2ccccc2C1=O)Nc1cccc(S(=O)(=O)NC2=NCCC2)c1 reads 0
Under IEC-6 cytotox, CCN1CCN(CCCNC(=O)c2ccccc2NC(=O)C2=C(C)OCCS2)CC1 reads 6

Reformatted with each value named: entries from further up
COCc1nc2oc3ccc(F)cc3c(=O)c2cc1C(=O)OC
  HSF1 inh = 0
  aSyn UTR inh = -108
  HSF1 activator = -2
  KLF5 inhibitor = -129
  GSK3 alpha inh = 1
  IEC-6 cytotox = -9
  GSK3beta inhib = 1
  HSP90 refold inh = -3
  AI-2 QS mod = 12
  PolyA inhibitor = i

CCc1nnc(NS(=O)(=O)c2ccc(N=CC3=C(O)CC(C)(C)CC3=O)cc2)s1
  HSF1 inh = -1
  aSyn UTR inh = -6
  HSF1 activator = 11
  KLF5 inhibitor = -25
  GSK3 alpha inh = -4
  IEC-6 cytotox = -3
  GSK3beta inhib = 3
  HSP90 refold inh = 2
  AI-2 QS mod = ?
  PolyA inhibitor = i

O=C1c2cccc3cccc(c23)N1Cc1ccc(F)cc1
  HSF1 inh = -21
  aSyn UTR inh = 31
  HSF1 activator = -37
  KLF5 inhibitor = -29
  GSK3 alpha inh = -3
  IEC-6 cytotox = 0
  GSK3beta inhib = 0
  HSP90 refold inh = 1
  AI-2 QS mod = 14
  PolyA inhibitor = i

Compound activity (PubChem)
